# esBAF inh: blocks esBAF chromatin remodeling in mouse ES cells | reporter increase, % at 12.5 µM | 2% of 350,000 active | Bmi1-luciferase knock-in reporter, 24 h; 100% = twice the neutral-well signal; in the data active = activation above about 40%; inconclusive = no clear call, values can overlap the other calls;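 also: 0% = median of the plate's neutral control wells and 100% = double that signal; a rise in the Bmi1 reporter signal indicates esBAF inhibition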
# CFTR F508del cor: CFTR F508del correction in bronchial cells; activity (quench increase), % at 7.58 µM; CFBE cells, YFP halide quenching; stimulated with forskolin plus potentiator P3; % fluorescence drop versus neutral controls; 0.36% of 350,000 active;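 active = mean added fluorescence quench of at least 8% versus neutral control, with both replicates also reaching 8%; inconclusive = only one of the mean or replicate conditions met; inactive = mean below 8% and not both replicates reaching 8%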;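 also: cells transiently co-express mutant CFTR-F508del with the halide-sensitive YFP; corrector assay measuring rescue of mutant channel to the surface after 24 h compound exposure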
# ARNT TACC3 PPI: ARNT/TACC3 interaction disruption; Q9Y6A5; AlphaScreen His-ARNT PAS-B/GST-TACC3 binding, luminescence; TACC3 fragment carries E629A point mutation; inhibition, % at 9.99 µM; 0.66% of 390,000 active;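 active = mean inhibition of replicates at least 50% and at least half of replicates each reaching 50%; inconclusive = half or more replicates reach 50% but mean below 50%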;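 also: 0% = complete ARNT plus TACC3 wells and 100% = ARNT alone without TACC3; many hits fall short of the cut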
# INS-1E GSIS act: GLuc luminescence reporter in INS-1E cells, primary screen for activators of glucose-dependent secretion of insulin; INS-1E GLuc reporter insulin secretion, 2-3 h; activation, % at 16.6 µM; 0.61% of 370,000 active; AID 743287;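 active = lowest replicate activation of at least 40%, so every replicate reaches that level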;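 also: 0% = median of neutral control wells and 100% = median of IBMX positive control wells; some compounds called inactive have numbers as strong as hits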
# RAD52 anneal inh: blocks human RAD52 DNA annealing; recombinant RAD52 DNA annealing, FRET fluorescence; inhibition, % at 18.7 µM; 0.46% of 360,000 active;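 active = every replicate showing at least 50% inhibition; inconclusive = mean inhibition at least 50% but not in every replicate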
# RAD54 branch: inhibitors of human RAD54 branch migration; RAD54 Holliday junction branch migration, FAM/BHQ fluorescence; Q92698; inhibition, % at 10.4 µM; AID 602329; 0.14% of 360,000 active;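 active = mean normalized replicate activity at least 40 and at least half of replicates scoring 40 or more; inconclusive = only one of the two criteria met; inactive = mean below 40 and under half of replicates reaching 40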;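 also: 0% = median of neutral control wells and 100% = median of positive control wells; inhibitors cause a drop in the FAM fluorescence signal; in these data hits start at about 50%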
# ERAP1 inh: inhibitors of human ERAP1 aminopeptidase. Q9NZ08. inhibition, % at 10.7 µM. recombinant ERAP1, Leu-AMC fluorescence, 60 min. 0.15% of 340,000 active. AID 652197;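 active = mean replicate inhibition of at least 30%, or all replicates individually reaching that 30% level; inactive = mean below 30% and not every replicate reaching it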;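 also: 0% = neutral control wells and 100% = L-leucinethiol positive control wells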
# Target sequence (Q9NZ08 whole entry, looked up): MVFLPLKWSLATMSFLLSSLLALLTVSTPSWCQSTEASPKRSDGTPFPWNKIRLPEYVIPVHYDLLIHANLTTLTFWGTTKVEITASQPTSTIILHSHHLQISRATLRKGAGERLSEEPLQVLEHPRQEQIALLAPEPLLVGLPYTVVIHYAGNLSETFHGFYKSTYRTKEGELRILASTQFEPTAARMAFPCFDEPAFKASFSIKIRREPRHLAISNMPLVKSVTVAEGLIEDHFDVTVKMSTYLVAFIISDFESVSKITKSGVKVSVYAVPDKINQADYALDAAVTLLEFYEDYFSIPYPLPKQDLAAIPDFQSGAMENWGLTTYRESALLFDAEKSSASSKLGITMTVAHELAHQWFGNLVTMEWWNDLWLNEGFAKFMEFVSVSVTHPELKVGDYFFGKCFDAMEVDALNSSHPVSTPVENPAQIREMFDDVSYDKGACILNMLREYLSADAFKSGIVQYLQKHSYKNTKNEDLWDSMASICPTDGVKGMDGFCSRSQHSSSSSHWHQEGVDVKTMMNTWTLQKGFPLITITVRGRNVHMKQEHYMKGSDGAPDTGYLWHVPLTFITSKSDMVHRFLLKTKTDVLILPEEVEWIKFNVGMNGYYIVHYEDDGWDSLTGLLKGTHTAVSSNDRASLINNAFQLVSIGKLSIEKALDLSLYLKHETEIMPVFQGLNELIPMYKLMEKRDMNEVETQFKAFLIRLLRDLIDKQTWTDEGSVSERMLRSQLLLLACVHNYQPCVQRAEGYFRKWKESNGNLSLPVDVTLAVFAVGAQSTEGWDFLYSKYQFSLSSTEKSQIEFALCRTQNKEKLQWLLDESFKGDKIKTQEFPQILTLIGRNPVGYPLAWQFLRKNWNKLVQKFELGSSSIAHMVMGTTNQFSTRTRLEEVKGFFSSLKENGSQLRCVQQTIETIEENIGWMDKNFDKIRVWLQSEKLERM
# XiGFP reactiv: activators of X-chromosome reactivation in mouse fibroblasts. 0.055% of 360,000 active. AID 743238. XiGFP mouse fibroblasts, % GFP-positive cells imaging, 3 d; cells co-treated with 5-aza-dC sensitizer; scaled so ellipticine positive control = 100%. activation, % at 7.58 µM;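 active = mean normalized replicate activation at least 10% and every replicate at or above 10%; inconclusive = only one of the two criteria met; inactive = mean below 10% and not all replicates reach 10%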;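 also: 0% = median of on-plate neutral control wells and 100% = ellipticine 6 µM median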
#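 Material: XiGFP fibroblasts, SV40-immortalized; Buffer or medium: DMEM containing 5-aza-dC; Compound dosing: single point; Times: 3 days compound exposure.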
# An asterisk follows results filed as active; u = inconclusive; x = not tested or not shown. Hits appear at their usual frequency; 3.3% or so of the library scored in one or more.
mol,esBAF inh,CFTR F508del cor,ARNT TACC3 PPI,INS-1E GSIS act,RAD52 anneal inh,RAD54 branch,ERAP1 inh,XiGFP reactiv
CCOc1ccc(/C=N/NC(=S)NC2CC3CCC2C3)cc1 (stereo unspecified),x,-0.7,-4,-18,-1,-3,-1,0.2
CCOC(=O)N1CCC(NC(=O)CN2C(=O)CSc3nc(C)cc(C)c32)CC1,7,-1.8,x,-3,-24,2,x,0.2
CCCCN(CC)Cc1c(O)ccc2c(-c3ccccc3)cc(=O)oc12,x,-2.0,-14,-34,-6,x,x,x
Cc1cc(CN(C)C(=O)c2cc(COc3ccc(C)c(C)c3)on2)on1,u,-0.3,-2,-6,-15,-6,1,0.1
COCCNC(=O)C[C@H]1CC[C@H](NC(=O)NC2CCCC2)[C@@H](CO)O1,5,-2.6,-12,5,-1,2,-2,0.4
CC(NC(=O)c1ccncc1)C(c1cccs1)N1CCOCC1 (stereo unspecified),3,0.8,23,2,-1,0,-3,x
O=c1[nH]c(C2CCN(S(=O)(=O)c3ccccc3F)CC2)nc2c1nnn2Cc1ccc2c(c1)OCCO2,-2,0.8,-10,17,-7,-2,2,0.1
COc1ccccc1-c1ccc2c(c1)O[C@@H](CN(C)S(=O)(=O)c1ccc(C)cc1)[C@H](C)CN([C@H](C)CO)S2(=O)=O,12,-0.4,-5,-7,14,4,2,0.0
O=C(Nc1cc(F)ccc1F)N1CCCCN2[C@H](CO)[C@@H](c3ccc(-c4cccnc4)cc3)[C@@H]2C1,-1,2.5,-3,-3,x,-14,x,0.3
COc1ccc(NC(=O)N(C)C[C@H]2Oc3ncc(C#CCC(C)C)cc3C(=O)N([C@@H](C)CO)C[C@@H]2C)cc1,-6,-1.5,2,-9,-7,3,1,-0.9
C[C@H]1CN([C@@H](C)CO)C(=O)Cc2cc(NC(=O)NC3CCCCC3)ccc2O[C@@H]1CN(C)CC1CC1,-6,0.2,-1,11,0,6,-2,0.0
C[C@@H]1CN([C@@H](C)CO)C(=O)c2cccc(NC(=O)C3CC3)c2O[C@@H]1CN(C)S(=O)(=O)c1ccc(F)cc1,2,-2.5,1,-5,-3,0,-4,-1.1
COC(=O)C(CC(=O)c1ccc(Br)cc1)n1cccn1 (stereo unspecified),-9,-2.0,-2,-2,2,-10,2,0.0
CCOc1ccc(S(=O)(=O)NC(C)C(=O)NCc2cccnc2)cc1 (stereo unspecified),5,1.0,x,-7,-10,3,3,0.3
COC(=O)C1(CCSC)NC(c2ccc(OC)cc2OC)C2C(=O)N(c3cccc(C(C)=O)c3)C(=O)C21 (stereo unspecified),-2,0.8,0,5,0,-5,-2,0.2
N#Cc1c(C(F)(F)F)cc(=O)n2c1[nH]c1ccccc12,0,-1.9,-18,1,-18,0,-407,0.0
Cc1nnc2sc(SCC(=O)Nc3cccc(Cl)c3)nn2c1=O,x,2.4,65*,2,7,-7,0,0.2
CCn1c(C)nc([N+](=O)[O-])c1Sc1ccc(F)cc1,x,x,-11,9,-4,x,5,0.0
Cc1nnc(SCC(=O)Nc2ccccc2F)n1-c1ccc(F)cc1,x,-1.0,5,1,-3,x,-2,0.1
CCC(c1nnnn1-c1ccc2c(c1)OCCO2)N1CCN(c2ccccn2)CC1 (stereo unspecified),x,1.3,x,8,-14,x,-1,0.0
Cc1noc(C)c1NC(=O)N[C@H]1CC[C@H](CCNC(=O)C2CCOCC2)O[C@@H]1CO,1,-0.1,3,-15,5,-12,0,0.1
COc1cccc(C2c3[nH]c4ccccc4c3C[C@H]3C(=O)N(C4CCN(Cc5ccccc5)CC4)CC(=O)N23)c1 (stereo partly specified),4,-0.2,2,-15,0,-11,5,0.1
N#Cc1c(NC(=O)/C=C/c2ccco2)sc2c1CCCC2,x,x,7,x,-11,x,3,1.2
COc1cccc(CN(C)Cc2nc3cc(C(F)(F)F)ccc3c(=O)[nH]2)c1,x,-1.4,-3,-4,-14,2,x,x
Cc1noc(C)c1S(=O)(=O)N(C)C[C@H]1Oc2ccc(NC(=O)Cc3ccccc3)cc2CC(=O)N([C@@H](C)CO)C[C@H]1C,6,-4.2,-1,3,x,2,x,0.3
CNC[C@H]1Oc2c(NC(=O)NC3CCCCC3)cccc2C(=O)N([C@H](C)CO)C[C@@H]1C,-4,-3.8,x,2,-13,6,-1,-0.3
COc1ccccc1C(=O)Nc1c(C(=O)N(CCN(C)C)Cc2ccco2)oc2ccccc12,-12,1.2,11,-11,-5,3,-1,0.7
c1ccc(-n2c(-c3cccs3)nc3nc4ccccc4nc32)cc1,x,-0.2,3,x,-22,x,-1,0.1
N#CC1(CCCN2CCCCC2)c2ccccc2CCc2ccccc21,-3,2.7,2,-30,3,-2,x,0.0
C[C@@H]1CN([C@@H](C)CO)C(=O)c2cc(NC(=O)CCN3CCOCC3)ccc2O[C@H]1CN(C)Cc1ccccc1,-6,1.9,-11,4,1,1,-1,0.0
CO[C@@H]1CN(C)C(=O)c2cc(NC(=O)C3CCC3)ccc2OC[C@H](C)N(C(=O)NC(C)C)C[C@@H]1C,-1,3.1,-8,14,3,12,2,0.1
C[C@@H]1CN([C@H](C)CO)C(=O)c2cc(NC(=O)C3CC3)ccc2O[C@@H]1CN(C)C(=O)Nc1ccc2c(c1)OCO2,6,-1.1,23,20,7,-1,-3,0.1
CCN(Cc1ccc(C#CCCO)cc1)CC1CCCN(CCc2cccc(F)c2)C1 (stereo unspecified),-8,-4.0,-1,-1,-9,-4,0,0.2
Cc1cc(C)cc(NC(=O)c2sc3nc(C)cc(C)c3c2N)c1,70*,2.2,9,-4,-17,7,-5,0.3
O=C(Nc1cccc(Cl)c1)N[C@H]1CC[C@@H](CCNC(=O)C2CCOCC2)O[C@@H]1CO,-2,-0.6,-11,-7,4,-1,-2,0.0
CCCSc1ccc([C@@H]2[C@@H]3C(=O)N(C)C(=O)[C@@H]3[C@]3(C(=O)OC)CCCCN23)cc1OC,3,-3.4,-5,x,-67,-6,3,0.0
CCc1cc2c(=O)n(CC(=O)NCCc3ccc(OC)c(OC)c3)cnc2s1,x,-0.8,0,11,-33,x,-3,0.0
COCC#Cc1ccc([C@H]2[C@@H](C#N)N(C(=O)Cc3ccccc3)[C@@H]2CO)cc1,5,-0.2,1,8,-11,0,-5,-0.1
CN(C(=O)C1CCC(=O)N(CCc2ccc(Cl)cc2)C1)C1CCOCC1 (stereo unspecified),4,-0.8,1,15,-8,-2,1,0.0
S=C(N/N=C/c1ccc2ncccc2c1)Nc1cccnc1,-23,0.4,-2,6,-11,x,-4,0.3
COc1ccc(-n2nc3c(c2NC(=O)c2cc(Br)ccc2Cl)CS(=O)C3)cc1 (stereo unspecified),-5,-5.3,2,7,3,-3,0,0.0
COc1ccc(CCNC(=O)CS(=O)Cc2nc(-c3ccccc3Cl)oc2C)cc1OC (stereo unspecified),-1,3.5,-1,2,-13,5,-1,0.0
CCOC(=O)c1sc(=S)n(-c2ccc(OC)cc2)c1C,x,0.1,x,x,-7,-3,x,0.0
O=C(COC(=O)/C=C/c1ccc(F)cc1)NC1CCCC1,-2,1.4,-2,16,1,-9,-7,0.0
CC(=O)N(C)C[C@@H]1Oc2cc(C#CC3CCCCC3)ccc2S(=O)(=O)N([C@@H](C)CO)C[C@@H]1C,-6,1.5,5,-6,-10,-11,0,-0.6
C[C@@H]1CN(S(=O)C(C)(C)C)[C@H](CCO)/C1=C\c1ccccc1 (stereo partly specified),0,1.7,0,25,-8,14,-1,0.0
Cc1ccc(C)c(NC(=S)N(Cc2ccco2)C(C)c2cccs2)c1 (stereo unspecified),x,0.9,-15,2,-9,6,1,0.1
CN(CC(=O)NCCc1ccc(S(N)(=O)=O)cc1)c1ccccc1,x,1.9,-3,-9,-5,x,1,0.0
COc1ccccc1CNS(=O)(=O)c1c(C(=O)N2CCCCC2)c(C)n(C)c1C,-2,-2.0,5,10,1,10,-4,-0.1
COc1ccccc1CNC(=O)CCNS(=O)(=O)c1cccc2nonc12,-1,0.2,-1,3,-19,9,1,0.2

# (next part)
mol,esBAF inh,CFTR F508del cor,ARNT TACC3 PPI,INS-1E GSIS act,RAD52 anneal inh,RAD54 branch,ERAP1 inh,XiGFP reactiv
C[C@H]1CN([C@@H](C)CO)C(=O)c2cc(-c3cccc(F)c3)cnc2O[C@@H]1CN(C)Cc1ccncc1,-2,1.8,0,-4,-1,-4,2,-0.8
Nc1ccccc1C(=O)NC(=O)Nc1ccc(Oc2ncc(Br)cn2)c(Cl)c1,x,4.1,-7,28,-15,x,0,0.9
Cc1ccc([C@H]2N[C@]3(CCCN(Cc4ccc(Br)cc4)C3=O)[C@H]3C(=O)N(C)C(=O)[C@@H]23)cc1,-3,1.1,x,x,6,-9,2,0.0
Cc1ccc2c(c1)NC(=O)C(CC(=O)NCCCN1CCN(c3cc(Cl)ccc3C)CC1)O2 (stereo unspecified),-1,-0.7,-2,-3,-3,-8,0,0.0
CC(NC(=O)c1ccccc1)C(=O)NC1CCCc2ccccc21 (stereo unspecified),-7,1.5,-1,9,-5,x,2,0.2
COc1cc(/C=C2\C(=N)N3N=CSC3=NC2=O)ccc1OS(=O)(=O)c1ccccc1,3,-0.8,2,-17,-55,-11,3,0.0
COc1cc(C=O)ccc1OCCSc1ccc(C)cc1,19,-3.1,-14,-5,-20,0,1,x
Cc1ccc(OCCC(=O)OCC(=O)NCCc2ccccc2)cc1,x,-1.1,1,-14,-3,x,5,0.1
COCC(=O)Nc1ccc2c(c1)C(=O)N(C)C[C@H](OC)[C@H](C)CN(C(C)=O)[C@@H](C)CO2,3,0.2,-2,17,-7,-9,-1,0.3
CCc1cc(OCCCCNCc2ccccc2)ccc1Cl,x,x,1,39,x,13,x,0.0
O=C(CSc1nnc(NC2CCCCC2)s1)N1CCOCC1,20,-1.5,-2,11,-2,4,0,0.6
COC(=O)c1ccccc1NC(=O)CSc1nc(C)cc(C)n1,3,1.4,x,3,-25,5,0,0.0
Cc1ccccc1S(=O)(=O)N1CC(=O)N2[C@H](CO)[C@@H](c3ccc(C#CCC(C)C)cc3)[C@H]2C1,x,-2.4,x,-9,-29,x,0,0.0
O=C(NCCO)/C(=C/c1ccc2c(c1)OCO2)NC(=O)c1ccc(Br)cc1,x,-2.6,2,5,-7,x,-1,0.0
CCCCC(=O)OCC(=O)c1[nH]c(C)c(C(=O)OCC)c1C,0,1.1,-3,15,-6,-2,-2,x
Cc1ccccc1S(=O)(=O)Cc1ccc(C(=O)N2CCN(c3ccccc3F)CC2)o1,x,-1.8,-5,-12,-2,x,-4,0.0
CNC(=O)C[C@H]1CC[C@H]2[C@H](COc3ccc(NS(=O)(=O)c4cccc(F)c4)cc3C(=O)N2C)O1,-6,1.4,2,-9,0,4,0,0.2
O=c1c(S(=O)(=O)c2ccc(Cl)cc2)cn(Cc2cccc(F)c2)c2ccc(F)cc12,x,x,-25,2,-12,x,8,0.0

# High-throughput results deposited in PubChem BioAssay by Broad Institute.
